Assay outcomes (PubChem)
proCasp7 act – activates human procaspase-7, counter-screen for procaspase-3 activators; P55210; recombinant procaspase-7, Ac-DEVD-pNA absorbance 405 nm; D23A/D198A/D206A triple mutant, cannot self-cleave; scale: DMSO 0, 5 µM enzyme 100; activation, % at 8.5 µM; hit rate 0.093% among 330,000; AID 463210;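 active = percent activation above the screen-wide mean plus 3 SD, cut at about 25% in these data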
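Assay system: Uncleavable procaspase-7 mutant enzyme | Input: 2 µM procaspase-7 mutant as dispensed | Timing: 1 h compound preincubation, 2 h substrate cleavage, 25 °C | Repeats: One well per compound | Control set: DMSO wells as 0%, DMSO with 5 µM added PC-7 as 100% | Technique: Epi-absorbance of released pNA at 405 nm, two timepoints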
ZTA counter – ZTA (EBV) inhibition in EBNA-1 counter-screen. ZTA-DNA binding, fluorescence polarization. inhibition, % at 11 µM. hit rate 0.15% among 320,000. AID 2234; in the data active = inhibition above about 33%
LAP4 TOR yeast – yeast TOR pathway LAP4-GFP modulation; S. cerevisiae LAP4-GFP multiplex, flow cytometry GFP, 3 h; median GFP as percent of DMSO wells; GFP response vs DMSO, % at 10 µM; AID 2023; hit rate 0.34% among 320,000;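 active = GFP response vs DMSO above a set limit, about the screen mean plus 3 SD, cut at about 150% in these data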
EBNA-1 inhibitor – blocks EBNA-1 binding to DNA; EBNA-1 DNA binding, fluorescence polarization; inhibition, % at 14.8 µM; hit rate 0.34% among 300,000; in the data active = inhibition above about 28%
MEP2-GFP yeast – alters MEP2-GFP fluorescence in TOR pathway yeast screen. S. cerevisiae MEP2-GFP strain, flow cytometry GFP, 3 h; 100% = DMSO control level. hit rate 0.51% among 330,000. GFP response vs DMSO, % at 10 µM;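 active = GFP response versus DMSO above a set limit, roughly screen mean plus 3 SD, cut at about 180% in these data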;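 note: median GFP fluorescence of the barcode-gated MEP2-GFP cells per well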
RPL19A TOR yeast – alters RPL19A-GFP fluorescence in TOR pathway yeast screen; hit rate 0.3% among 330,000; percent response vs DMSO, % at 10 µM; S. cerevisiae RPL19A-GFP strain, flow cytometry, 3 h; active compounds read low; AID 2025;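 active = percent response vs DMSO below 50%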;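 note: median channel GFP fluorescence of the barcoded RPL19A-GFP strain; ratio of sample median GFP to plate DMSO average so 100% = DMSO; lower means less RPL19A-GFP as with rapamycin TOR inhibition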
proCasp3 act – activates human procaspase-3; P42574; recombinant procaspase-3 D3A, Ac-DEVD-pNA absorbance 405 nm; activation, % at 8.5 µM; hit rate 0.11% among 330,000;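 active = activation above the mean of all tested compounds plus 3 SD, cut at about 21% in these data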;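 note: 0% = DMSO alone and 100% = DMSO wells spiked with extra 5 µM PC-3 D3A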
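Technique: 405 nm absorbance of p-nitroaniline, reads at 0 and 120 min; Test system: Procaspase-3 D3A mutant; Incubation: 1 h enzyme-compound preincubation, then 2 h substrate reaction, 25 °C; Repeats: singlicate, each compound tested once; Benchmarks: low control DMSO wells, high control DMSO plus 5 µM PC-3 D3A.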
AHR act – activates the human aryl hydrocarbon receptor. hit rate 2.5% among 320,000. activation, % at 5 µM. P35869. AID 2796. AHR-responsive luciferase reporter cells, luminescence; in the data active = activation above about 47%;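 note: 0% = vehicle wells and 100% = reference agonist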
Starred values were filed as active, the others as inactive; / = no result given.

A first look (6 entries):
SMILES	proCasp7 act	ZTA counter	LAP4 TOR yeast	EBNA-1 inhibitor	MEP2-GFP yeast	RPL19A TOR yeast	proCasp3 act	AHR act
CC(=O)Nc1ccc(NC(=O)C(Cc2ccccc2)NC(=O)C2CCCCC2)cc1 (stereo not given)	-2	-4	97	4	101	103	0	0
O=C(O)c1c[nH]ccc1=O	7	16	91	5	94	91	6	2
CC1(C)CC(OC(=O)c2ccco2)CC(C)(C)N1O	-4	12	108	4	108	108	1	-1
CCCCOC(=O)Cn1c2ccc(OC)cc2c2nc3ccccc3nc21	6	-5	98	6	105	97	-1	7
COc1ccc(CNC(=S)N2CCN(S(=O)(=O)c3cccc(F)c3)CC2)cc1	5	2	100	40*	97	96	6	2
O=C(COC(=O)c1ccccc1NC(=O)c1ccco1)NCCC1=CCCCC1	1	7	101	-8	105	99	-1	2

Results, from the first entry:
SMILES	proCasp7 act	ZTA counter	LAP4 TOR yeast	EBNA-1 inhibitor	MEP2-GFP yeast	RPL19A TOR yeast	proCasp3 act	AHR act
CC(=O)Nc1ccc(NC(=O)C(Cc2ccccc2)NC(=O)C2CCCCC2)cc1 (stereo not given)	-2	-4	97	4	101	103	0	0
O=C(O)c1c[nH]ccc1=O	7	16	91	5	94	91	6	2
CC1(C)CC(OC(=O)c2ccco2)CC(C)(C)N1O	-4	12	108	4	108	108	1	-1
CCCCOC(=O)Cn1c2ccc(OC)cc2c2nc3ccccc3nc21	6	-5	98	6	105	97	-1	7
COc1ccc(CNC(=S)N2CCN(S(=O)(=O)c3cccc(F)c3)CC2)cc1	5	2	100	40*	97	96	6	2
O=C(COC(=O)c1ccccc1NC(=O)c1ccco1)NCCC1=CCCCC1	1	7	101	-8	105	99	-1	2
CNC(=O)NC(=O)CSc1nc2cc(C(=O)OC)ccc2c(=O)n1-c1ccccc1	1	9	101	4	105	106	2	-1
CCCn1c(N)c(C(=O)CSc2nnc(Cc3ccccc3)o2)c(=O)n(C)c1=O	2	1	101	3	100	104	9	-1
N#CN1CCC(NS(=O)(=O)c2ccc(C(F)(F)F)cc2)C1 (stereo not given)	3	2	103	/	95	102	-6	-3
CCN1CCN(c2ccc(S(=O)(=O)N3CCCCC3)cc2NC(=O)c2ccc([N+](=O)[O-])s2)CC1	-5	-9	100	-11	103	97	9	-1
O=C1S/C(=C\c2ccc(N3CCOCC3)o2)C(=O)N1Cc1c(F)cccc1Cl	-11	7	117	-2	102	97	-4	0
COc1ccc(-c2ccc(Nc3ccc(C(=O)N4CCOCC4)cc3)nn2)cc1OC	7	-1	94	-7	101	97	1	-1
NC(=O)CSCc1nc2ccccc2s1	-14	-1	103	-10	101	96	-5	10
COC(=O)c1ccc(CN2C(=O)NC3(CCCCC3C)C2=O)o1 (stereo not given)	6	-7	105	12	105	108	8	-2
Cc1cccc(NC(=O)c2sccc2-n2cccc2)c1C	-1	1	108	0	103	99	4	33
CC1NC(=O)NC1CCCCCC(=O)Nc1ccc(F)cc1 (stereo not given)	5	-5	96	9	91	97	-1	0
COc1ccc2c(c1)cc(C(=O)N[C@@H](CCSC)C(=O)N1CCC[C@H]1C(=O)O)n2C	-6	0	99	-6	103	98	7	0
COc1ccc(C(=O)Nc2cc(C)on2)cc1	7	9	90	-6	94	100	3	0
Cc1cc(C)c(C#N)c(SCC(=O)Nc2ccc3c(c2)OCO3)n1	6	-12	113	-5	96	96	-2	44
Oc1cccc(C2c3[nH]c4ccccc4c3CCN2Cc2ccc3c(c2)CCO3)c1 (stereo not given)	8	4	93	-5	101	97	0	15
Cc1ccc(NS(=O)(=O)c2ccc(NC(=O)CN(c3cc([N+](=O)[O-])ccc3C)S(C)(=O)=O)cc2)c(C)c1	2	2	87	1	96	104	5	21
Cc1ccc(S(=O)(=O)NC2=NCN(Cc3ccccc3)CN2)cc1	-2	-10	82	-11	95	94	-3	0
Cc1cc(NC(=O)COC(=O)/C=C/c2ccc(C)o2)no1	3	/	100	/	105	100	9	1
COC(=O)c1ccccc1NC(=O)CSCC(=O)Nc1ccccc1OC	3	2	101	6	98	94	-6	1
COc1cc(-c2n[nH]c(=S)n2/N=C/c2cccn2C)cc(OC)c1OC	-21	10	114	5	111	106	-21	15

Reformatted: 2 of the compounds above
Fields – proCasp7 act, ZTA counter, LAP4 TOR yeast, EBNA-1 inhibitor, MEP2-GFP yeast, RPL19A TOR yeast, proCasp3 act, AHR act
Cc1cc(NC(=O)COC(=O)/C=C/c2ccc(C)o2)no1
  3, /, 100, /, 105, 100, 9, 1
COC(=O)c1ccccc1NC(=O)CSCC(=O)Nc1ccccc1OC
  3, 2, 101, 6, 98, 94, -6, 1

The list goes on:
SMILES	proCasp7 act	ZTA counter	LAP4 TOR yeast	EBNA-1 inhibitor	MEP2-GFP yeast	RPL19A TOR yeast	proCasp3 act	AHR act
Cc1ccc(S(=O)(=O)Nc2ccc(S(=O)(=O)Nc3cc(C)nc(C)n3)cc2)cc1	13	6	103	15	108	108	2	-1
CCn1c(C(=O)O)c(CC(=O)Nc2ccccc2F)c2ccccc21	4	-22	94	6	99	108	0	2
COc1ccc(N(Cc2ccccc2)C(=O)CSc2nnc(Cn3nnc4ccccc43)o2)cc1	-1	-7	108	0	100	111	0	9
O=C(CCC(=O)OCC(=O)c1ccccc1)Nc1cccc2cccnc12	-2	0	89	-13	94	95	-4	1
OCCC1CN(Cc2cn[nH]c2C2CCCCC2)CCN1C1CCCCC1 (stereo not given)	12	8	110	5	104	101	-3	0
CC(=O)c1ccc(S(=O)(=O)Nc2ccc(-c3ccc4nncn4n3)cc2)cc1	10	-6	94	-2	98	96	-2	-1
O=C(NCc1nc2ccccc2[nH]1)C1=C[C@H](C2CCCCC2)C[C@H](OCCCCO)O1	0	9	98	-11	88	94	-5	-2
Cc1ccc(S(=O)(=O)/N=C(\c2ccccc2)N(C)S(=O)(=O)c2ccccc2)cc1	-5	-8	101	5	108	103	-1	0
Cc1c(Cl)c([N+](=O)[O-])nn1CCCC(=O)NC1CCCCC1	4	7	106	-8	97	94	9	1
CCOc1ccc(NC(=O)CC2C(=O)NCCN2C(=O)Nc2ccccc2)cc1 (stereo not given)	1	-16	92	5	98	95	-2	1
Cc1ccc(C)c(N(CC(=O)NC2CCCC2)C(=O)CCC(=O)Nc2nccs2)c1	1	-7	98	-4	103	98	7	3
CCOc1ccc(CCNC(=O)CCS(=O)(=O)c2ccc(Br)cc2)cc1OCC	-6	8	101	8	104	102	1	2
O=C1C(Cc2cccc([N+](=O)[O-])c2)S/C(=N/N=C/c2ccco2)N1c1ccccc1 (stereo not given)	-7	-14	83	-3	91	92	-8	2
CNS(=O)(=O)c1cc(NC(=O)c2cnc(SC)n2-c2ccccc2)ccc1C	2	8	94	-10	100	94	-1	-1
Cc1ccc(C(=O)COC(=O)CNC(=O)Cc2ccccc2)cc1[N+](=O)[O-]	2	3	101	5	105	100	-3	4
Fc1c(F)c(F)c(N/N=C/c2c[nH]c3ccccc23)c(F)c1F	-4	1	93	0	78	89	-3	34
Cc1ccc(S(=O)(=O)N(CC(=O)NCc2ccncc2)Cc2ccccc2F)cc1	3	2	97	4	483*	74	2	-1
Cc1ccc(N(CC(=O)Nc2ccc(-c3nc4ccc(C)cc4s3)cc2)S(C)(=O)=O)cc1	0	27	98	0	110	96	-20	11
O=C1CC(c2ccccc2)c2cccc(F)c21 (stereo not given)	9	11	90	6	105	103	4	1
CC1=Nn2c(nc(-c3ccccc3)c2-c2ccccc2)N(CC(N)=O)C(=O)C1	2	-5	93	-6	96	/	-2	6
Cc1cc(C)cc(NC(=O)Nc2ccc(Cl)cn2)c1	9	-10	100	6	102	106	-5	25
COc1cc(C(C2C(=O)CC(C)(C)CC2=O)C2C(=O)CC(C)(C)CC2=O)cc(OC)c1OC	-6	-3	89	-18	94	102	-4	3
Cc1ccc(S(=O)(=O)CCC(=O)OCC(=O)N(C)CC(=O)Nc2ccc(F)cc2)cc1	6	-2	100	-6	96	94	10	-1
COc1ccc(-n2nc(C(=O)O)cc2-c2ccccc2)cc1	-7	-15	95	-1	104	104	-4	-1
CCOC(=O)N1CCN(C(=S)Nc2ccc(C)c(C)c2)CC1	9	3	97	7	108	100	-12	0
Later entries
SMILES	proCasp7 act	ZTA counter	LAP4 TOR yeast	EBNA-1 inhibitor	MEP2-GFP yeast	RPL19A TOR yeast	proCasp3 act	AHR act
CCOc1ccc(C(=O)OCC(=O)Nc2ccc3c(c2)OCCO3)cc1OC	5	-15	89	/	89	90	0	0
CC(C)Cn1c(C(C)C)nc([N+](=O)[O-])c1S(=O)(=O)c1ccc(F)cc1	-8	-5	96	-16	95	94	-2	5
O=C(COc1ccc2c(C(F)(F)F)cc(=O)oc2c1)Nc1ccc(N2CCOCC2)cc1	-1	-7	93	-13	106	102	-2	2
COc1cc(OC)c2c(c1O)OC(c1ccccc1)CC2=O (stereo not given)	4	8	103	-9	111	95	1	1
CCCCCCNC(=O)C(C(=O)OCC)C1CCCCC1 (stereo not given)	13	4	94	-4	86	99	-1	6
CCC(=O)N=c1n(C)c2ccccc2n1CCOc1ccccc1	0	-5	92	4	103	113	-2	44
CC(=O)c1ccc(NC(=O)c2cccc(N3C(=O)c4ccccc4C3=O)c2)cc1	10	-1	81	4	118	110	6	3
COc1ccc(Cc2nnc(SCC(=O)N3CCCC(C)C3)o2)cc1 (stereo not given)	8	-6	93	2	103	105	6	1
Nn1c(-c2ccc(F)cc2)nc2ccccc2c1=O	13	8	101	-8	111	100	7	4
CCC1=C(OC(=O)N(CC)CC)N2C(=O)OC(=NCC(=O)OC)[C@]2(Cc2ccccc2)[C@H]2C1=CC[C@H]1C(=O)N(CC(=O)OC)C(=O)[C@H]12	-14	-8	119	11	93	98	1	-2
CCOCCCNC(=S)NC1CC2CCC(C1)N2Cc1ccccc1 (stereo not given)	7	-2	97	-11	103	102	-7	1
O=C(Nc1ncc([N+](=O)[O-])s1)c1ccc2c(c1)OCO2	-28	-7	103	1	98	91	-7	-2
O=C(NC1(C(F)(F)F)NC(=O)N(Cc2ccccc2)C1=O)c1cccs1 (stereo not given)	-9	5	105	-4	103	102	8	-1
O=C(NNC(=S)NCc1ccc(Cl)cc1)c1cccnc1	-6	-13	64	1	97	105	8	1
Cc1oc2c(C)c3oc(=O)c(CCC(=O)NCCCn4ccnc4)c(C)c3cc2c1C	0	-7	98	-3	107	99	2	-2
Cn1c(O)c(N=NC(=O)CNC(=O)c2ccccc2)c2cc(Br)ccc21	-4	10	95	12	95	96	-5	38
Nc1nnc(SCCN2C(=O)c3ccccc3S2(=O)=O)s1	11	-10	99	2	98	99	3	2
COc1ccccc1C(=O)NC(=O)Nc1c(C)cc(C)cc1C	1	-5	114	0	118	115	-11	3
Cc1ccc(C)c(Nc2c([N+](=O)[O-])ccc3nonc23)c1	1	10	80	7	103	103	8	6
O=C(COC(=O)[C@@H]1CC(O)CN1S(=O)(=O)c1ccccc1[N+](=O)[O-])Nc1ccc2ccccc2c1 (stereo not given in full)	5	2	105	-3	89	100	-3	29
Cc1cnc(C(=O)OCC(=O)N2CC(C)CC(C)C2)cn1 (stereo not given)	4	/	104	/	107	103	9	-1
CCO[C@@H]1OC(C(=O)N2CCOCC2)=C[C@H](c2ccc(C(F)(F)F)cc2)[C@H]1CCCO	-1	-6	96	-9	109	104	8	5
C=CCn1c(SCC(=O)Nc2cc(C)on2)nnc1C1COc2ccccc2O1 (stereo not given)	-1	-7	102	-11	94	102	-13	4
Oc1ccc(-c2nccc(-c3ccccn3)n2)cc1	-8	4	100	-1	106	103	5	-3
C=CCOC(=O)C1=C[C@@H](c2ccccc2)C[C@@H](OCc2ccc(CO)cc2)O1	-1	-16	140	9	90	98	4	-3
CCOc1ccc(C(=O)Nc2nnn(CC)n2)cc1	2	1	91	-11	95	94	12	28
